# yeast bub3: NCI yeast anticancer drug screen, S. cerevisiae bub3 mutant strain | 78,000 tested, 9.9% active | % growth inhibition at 50 µM;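 note: 0% = growth of vehicle-only cultures of the same strain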
#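 Mutant yeast screening strain plus compound; vehicle-treated cultures serve as the 0% inhibition reference.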
# yeast sgs1 mgt1: NCI yeast anticancer drug screen, S. cerevisiae sgs1 mgt1 strain; AID 161, 2004; growth inhibition, % at 50 µM; 78,000 tested, 10% active;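 note: 0% = growth of vehicle-only cultures of the same strain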
#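 Compounds are added to genetically altered yeast, and growth is compared with cultures given vehicle alone to give percent inhibition.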
# yeast mec2-1: NCI yeast anticancer drug screen, S. cerevisiae mec2-1 strain | % growth inhibition at 50 µM | 79,000 tested, 9% active;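 note: 0% = growth of vehicle-only cultures of the same strain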
#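 Each compound was tested on mec2-1 yeast, a strain altered in DNA damage repair or cell cycle control. Growth inhibition is reported relative to vehicle.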
# yeast cln2 rad14: NCI yeast anticancer drug screen, S. cerevisiae cln2 rad14 strain; 78,000 tested, 8.3% active; growth inhibition, % at 50 µM; AID 165, 2004;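 note: 0% = growth of vehicle-only cultures of the same strain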
#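 The screen exposed genetically defined yeast (cln2 rad14) to test compounds and scored growth inhibition relative to vehicle-treated controls.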
# mlh1 rad18: NCI yeast anticancer drug screen, S. cerevisiae mlh1 rad18 strain. 79,000 tested, 11% active. AID 175, 2004. % growth inhibition at 50 µM;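 note: 0% = growth of vehicle-only cultures of the same strain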
#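 Yeast w/ defined DNA-repair lesions; compound exposure; growth vs vehicle controls → % inhibition.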
# yeast rad50: NCI yeast anticancer drug screen, S. cerevisiae rad50 strain | growth inhibition, % at 50 µM | 79,000 tested, 10% active | AID 155, 2004;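 note: 0% = growth of vehicle-only cultures of the same strain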
#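 Vehicle-treated cultures provide the reference for the growth inhibition reported for compound-exposed, repair-deficient yeast.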
# * marks the source's active call; other numbers are inactive results; x = no result given; & = joins results of further samples; ! = repeats disagree. Cut-off read from the data, not from the text of the source: active = growth inhibition above about 70%; inactive = the rest.
# Under each structure – yeast bub3	yeast sgs1 mgt1	yeast mec2-1	yeast cln2 rad14	mlh1 rad18	yeast rad50
1: C#Cc1cccc(N2C(=O)c3c(c(-c4ccccc4)c(-c4ccc(Cc5ccc(-c6c(-c7ccccc7)c7c(c(-c8ccccc8)c6-c6ccccc6)C(=O)N(c6cccc(C#C)c6)C7=O)cc5)cc4)c(-c4ccccc4)c3-c3ccccc3)C2=O)c1
    22	36	40	34	30	45
2: O/N=C1\c2ccccc2-c2cccc(Br)c21
    -10	5	3	-41	5	0
3: C=CCON(C)c1ccc([N+](=O)[O-])cc1[N+](=O)[O-]
    -1	16	-1	-44	14	15
4: N#CCCN(CCC#N)c1ccc(C=O)cc1
    27	17	8	-4	14	20
5: Nc1cc([N+](=O)[O-])ccc1Nc1ccccc1
    -14	-4	-3	-13	12	5
6: COc1ccc(C(=O)C(c2ccc(OC)cc2)C2(O)C(=O)Nc3ccc([N+](=O)[O-])cc32)cc1 (stereo not drawn)
    6	6	2	18	1	-8
7: Cc1c(N=Nc2cccc(F)c2)c(-c2ccccc2)nn1C(=S)S
    27	12	5	16	17	20
8: O=C(C#Cc1ccccc1)/C=C/c1ccccc1
    80*	70*	77*	88*	77*	99*
9: COC(=O)C1CC2CCC1O2 (stereo not drawn)
    3	-13	-12	-72	-5	-17
10: O=C(/C=C/C(=O)Nc1ccc(F)cc1F)Nc1ccc(F)cc1F
    -2	20	-2	21	6	-7
11: CCN(CC)CCOC(=O)/C=C/c1ccccc1
    -2	-19	1	19	-3	-6
12: CC(=N/N(Cc1ccccc1)c1ccccc1)/C(C)=N/N(Cc1ccccc1)c1ccccc1
    -4	0	5	1	-8	2
13: CC(=O)Nc1ccc(C(=O)NN2C(=O)CSC2c2ccc(O)cc2)cc1 (stereo not drawn)
    -30	-45	-36	-16	-50	-36
14: CCC(=O)NCCO
    -9	-6	-18	-103	-5	-27
15: CC(C)C(C)C(C(=O)O)C1(O)CCCCC1 (stereo not drawn)
    3	6	8	-2	16	-11
16: CC(C)(Oc1ccc(C(=O)c2ccc(Cl)cc2)cc1Cl)C(=O)N1CCN(CCO)CC1
    11	16	-9	12	13	-19
17: Cc1cccc(C)c1NC(=O)/C(Cl)=C(/Cl)C(=O)O
    90*	88*	86*	83*	94*	91*
18: Cc1cc(=O)oc2c1ccc1occc(=O)c12
    12	-10	10	5	-11	-17
19: Cc1ccc(S(=O)(=O)Oc2nc3ccccc3nc2N(S(=O)(=O)c2ccc(C)cc2)S(=O)(=O)c2ccc(C)cc2)cc1
    6	1	-1	10	18	-10
20: Nc1cccc(C(=O)Nc2ccc3c(O)cc(S(=O)(=O)O)cc3c2)c1
    -12	12	-3	-30	7	15
21: CC(C)NCC(C)(C)[N+](=O)[O-]
    3	4	-9	-4	-1	5
22: CCC[N+]1=C(/C=C/c2cc(C)c3cccnc3c2O)C(C)(C)c2ccccc21
    92*	86*	90*	82*	93*	94*
23: COc1ccc(OC)c(N=Nc2c(C)nc(N)nc2C)c1
    20	8	4	-33	10	11
24: COC(=O)c1cccc(Br)c1
    0	-5	2	-30	13	-4
25: CC1(C2CC2)C(C#N)(C#N)C1(C#N)C#N
    40	51	42	16	71*	38
26: CC1(C)CCCC2(C)C1CCC1(C)OC3=CC(=O)C(O)=CC3=CC12 (stereo not drawn)
    3	34	-21	9	15	4
27: CC(C)CC(C#CCCOC(=O)c1ccccc1)OC(=O)c1ccccc1 (stereo not drawn)
    -4	-17	-30	-11	7	-3
28: O=c1[nH]c2ccccc2c2nc3ccccc3n12
    x	x	13	x	47	16
29: O=C(Cc1ccccc1)C(F)(F)F
    -8	42	2	-16	59	-8
30: CCCNC1=CC(=O)c2ccccc2C1=O
    23	16	23	4	24	31
31: COc1cc(C(=O)O)cc(I)c1OC
    -5	4	25	-15	-9	-3
32: O=C(O)c1c(Cl)c(Cl)c(Cl)c(Cl)c1-c1c2cc(I)c(=O)c(I)c-2oc2c(I)c(O)c(I)cc12
    91*	92*	92*	90*	91*	91*
33: COC(=O)CNC(=O)C(CC(C)C)NC(=O)OC(C)(C)C (stereo not drawn)
    1	5	4	-43	6	18
34: Cc1cccc(C)c1N1C(N)=NC(N)=NC1(C)C
    18	21	6	-31	28	24
35: C[n+]1ccccc1/C=C/C=C/c1ccccc1
    -6	1	-13	-17	2	0
36: CCC/C(=N/O)C(=O)OCC
    4	6	15	6	-5	-3
37: CCOC(=O)C(=O)Nc1c(C)cccc1C(C)C
    4	5	7	-4	14	12
38: COC1=C2CC(C)CC(OC)C(O)C(C)/C=C(\C)C(OC(N)=O)C(OC)/C=C\C=C(/C)C(=O)NC(=C(/C=N/N3CCCCC3)C1=O)C2=O (stereo not drawn)
    -13	-14	10	-16	x	17
39: COc1c(Br)cc(CO)c([N+](=O)[O-])c1OC
    6	-5	-5	-68	42	-1
40: COC(=O)C(CC(=O)Nc1ccc(Cl)c(Cl)c1)C(=O)C(=O)Nc1ccc(Cl)c(Cl)c1 (stereo not drawn)
    -3	-34	-16	7	-11	-36
41: c1ccc2c(N=C(Nc3cccc4ccccc34)c3cccc4ccccc34)cccc2c1
    17	36	20	29	14	20
42: CC(=O)NS(=O)(=O)c1ccc(N/N=C(\C#N)C(N)=O)cc1
    9	6	-22	8	-1	-4
43: O=C1C(=O)c2ccccc2C=C1Br
    99*	99*	99*	98*	99*	99*
44: CCOC(=O)N1C2C=C(C)C(ON2C(=O)c2ccccc2)C2C(C)C(=O)N21 (stereo not drawn)
    -18	-6	-11	18	-13	-4
45: O=C(CN1C(=O)c2cccc3c(Br)ccc(c23)C1=O)c1ccc(F)cc1
    -12	8	-15	19	1	-10
46: CC(C)CC(=O)Nc1ccc2ccccc2c1
    -15	0	-15	-55	-51	-14
47: Nc1nc(N)c2nc3c4ccccc4c4ccccc4c3nc2n1
    74*	22	39	69	70	56
48: Fc1ccccc1/C=C/c1cnnc2ccccc12
    5	16	11	-20	3	20
49: O=c1[nH]cnc2c1ncn2Cc1ccco1
    -10	-23	0	-18	-7	-5
50: CCC(=O)c1ccc(N2CCOCC2)cc1
    15	17	-36	7	17	28
51: O=C1c2ccccc2N2OC3(N4CCCC4)CCCC3C12c1ccccc1 (stereo not drawn)
    51	25	2	19	34	48
52: COc1ccc(C(=O)/C(C)=N/O)cc1
    -4	16	1	1	8	-5
53: O=C1CSc2nc3ccc(Cl)cc3c(=O)n21
    10	-2	-17	-22	6	-5
54: OC(CN1CCCCC1)c1cc(-c2ccccc2)no1 (stereo not drawn)
    24	34	12	25	16	32
55: Cc1nc(-c2ccccc2)nc2c1nc(Cc1ccc(Cl)cc1)n2Nc1ccccc1
    -1	2	0	-6	40	2
56: C=CC(C)n1c(=O)c2c(ncn2C)n(C)c1=O (stereo not drawn)
    0	4	-10	-21	10	5
57: CN(C)c1ccc(/C=C2\C(=O)/C(=C\c3ccc(N(C)C)cc3)c3ccccc32)cc1
    1	-14	-4	-12	3	3
58: Cn1cnc(CC(=O)O)c1
    11	-12	-7	5	0	5
59: O=C(O)COc1ccccc1/C=C1/SC(=S)N(c2ccccc2)C1=O
    1	-7	-11	-42	1	-1
60: C=C(c1ccccc1)[N+](=O)[O-]
    99*	100*	99*	99*	99*	99*

# (more compounds)
# Under each structure – yeast bub3	yeast sgs1 mgt1	yeast mec2-1	yeast cln2 rad14	mlh1 rad18	yeast rad50
61: O=C(c1ccc([N+](=O)[O-])cc1[N+](=O)[O-])N(/N=C/C=C/c1ccccc1)c1nnc(-c2ccccc2)c(-c2ccccc2)n1
    -12	-18	29	8	24	-12
62: Nc1nc(N)c(N=Nc2ccc(C(=O)O)cc2)c(N)n1
    19	3	7	20	22	-4
63: Cc1cc(C)[nH]c(=O)n1
    15&-2	22&-9	3&-16	23&-18	45&-15	84*!
64: Cc1ccc(Cc2n[nH]c(=O)n2N2C(=O)c3ccccc3C2=O)cc1
    -25	-33	-37	-5	-38	-25
65: CC1=CC(O)C2CC1C2(C)C (stereo not drawn)
    2&-11&-6	-9&3&-13	-1&-1&-24	-3&-9&3	8&1&-8	4&3&12
66: Nc1ccc2c(c1)NCCN2
    18	24	32	21	53	84*
67: COc1cc(/C=N/O)ccc1O
    -10	-12	-2	-17	11	19
68: CCC(C)N(C(=O)C(C)Br)C(C)CC (stereo not drawn)
    -10	-19	-9	-39	6	3
69: CSc1c(C#N)c(N)n2c1C(=O)N(c1ccccc1)C2=S
    26	-27	26	20	-5	-53
70: CCOC(=O)/C=C(/N)c1c(C)[nH]c2ccccc12
    10	-7	-13	-15	-7	-7
71: CC1CC2=C(C(=O)c3ccccc3C2=O)C(C)O1 (stereo not drawn)
    42	-4	-30	-32	9	3
72: CC1(C)N=C(/C=N/O)C(C)(C)N1O
    -5	6	1	6	-19	7
73: O=C(Nc1c(Cl)cc([N+](=O)[O-])cc1Cl)C(=O)C(C1OC(=O)c2ccccc21)[N+](=O)[O-] (stereo not drawn)
    3	-2	10	-19	28	29
74: CCOC(=O)/C(C#N)=C/Nc1ccncc1
    4	16	-12	12	16	3
75: [Cl][Pt+2][Cl].[NH-]c1cccc(C(F)(F)F)c1.[NH-]c1cccc(C(F)(F)F)c1
    -23	-6	12	7	-12	2
76: Cc1nc(Cl)c2cnccn12
    -1	8	-2	-38	0	-4
77: N#CC1[C@@H](C(=O)c2ccccc2)N2C=Cc3ccccc3[C@@H]2[C@H]1C#N (stereo partly drawn)
    16	3	12	50	28	18
78: CC(C)(c1ccc(Nc2ccccc2)cc1)c1ccc(Nc2ccccc2)cc1
    -26	-14	-14	-15	-1	-13
79: C=CC(O)C1OC2OC(C)(C)OC2C2OC(C)(C)OC12 (stereo not drawn)
    21	3	13	-33	5	-3
80: CC(=O)N1C(=O)CC23c4ccccc4C(=O)N2CCCN13 (stereo not drawn)
    -13	-2	-6	15	14	8
81: COc1cc2nncc(SCc3ccc(Cl)cc3)c2cc1OC
    16	-1	4	-11	4	-1
82: O=c1ccc2ccc3[nH]onc3c2c1
    -26	-6	-13	-49	-2	10
83: COC1C(/C=[N+](\C)[O-])OC2OC(C)(C)OC21 (stereo not drawn)
    18	-13	-10	-26	13	10
84: Cc1ccc2c(ccc3c[n+]4c5ccccc5ccc4n32)c1
    99*	99*	100*	97*	99*	99*
85: CO/C(=N\N=C\c1ccccc1F)c1ccncc1
    -29	-71	-65	2	-61	-26
86: Nc1cccc(OCC(O)CN2CCN(c3ccccc3)CC2)c1 (stereo not drawn)
    -1	0	9	-3	15	4
87: COc1cc2c(c([N+](=O)[O-])c1)NC(=O)CC(C)S2 (stereo not drawn)
    17	22	-6	-9	-3	-49
88: CCSCCC(NC(=O)c1cnc2ccccc2n1)C(=O)O (stereo not drawn)
    20	20	-10	-10	-14	-1
89: O=C(Nc1ccc([N+](=O)[O-])cc1)C(=O)Nc1ccc([N+](=O)[O-])cc1
    3	12	-24	-8	5	-9
90: COC1/C=C\OC2(C)Oc3c(C)c(O)c4c(O)c(c5c(c4c3C2=O)OC[N+](C)=C5)NC(=O)/C(C)=C\C=C\C(C)C(O)C(C)C(O)C(C)C(OC(C)=O)C1C (stereo not drawn)
    21	-2	13	11	10	4
91: COc1cc(CC(=O)O)c(Cc2ccc3c(c2)Cc2ccccc2-3)cc1OC
    94*	52	53	89*	48	49
92: S=C(N1CCN(c2ccc(Cl)c(Cl)c2)CC1)N1CCN(c2ccc(Cl)c(Cl)c2)CC1
    6	28	22	12	20	8
93: CCC(C(N)=O)c1ccccc1 (stereo not drawn)
    -4	14	-6	-7	-4	-16
94: CC(C)N(C(=O)c1ccc([Si](C)(C)C)c(C(=O)N(C(C)C)C(C)C)n1)C(C)C
    0	21	20	9	28	31
95: O=Cc1ccc(-c2ccc(-c3ccc(CO)s3)o2)s1
    16	44	5	-9	65	17
96: O=C(c1cc(Br)ccc1O)c1cc(Br)ccc1O
    99*	99*	100*	99*	99*	99*
97: CC(N)C(C)Cc1ccccc1 (stereo not drawn)
    -32	-20	-21	66	-15	-20
98: C=C1C(=O)C23CC1C[C@H](OC(C)=O)[C@H]2C1(C)C(OC(C)=O)C[C@H](O)C(C)(C)[C@H]1C(=O)[C@@H]3OC(C)=O (stereo partly drawn)
    60	20	29	14	39	26

# An excerpt of these results, as tab-separated lines:
cpd	SMILES	yeast bub3	yeast sgs1 mgt1	yeast mec2-1	yeast cln2 rad14	mlh1 rad18	yeast rad50
91	COc1cc(CC(=O)O)c(Cc2ccc3c(c2)Cc2ccccc2-3)cc1OC	94*	52	53	89*	48	49
96	O=C(c1cc(Br)ccc1O)c1cc(Br)ccc1O	99*	99*	100*	99*	99*	99*
97	CC(N)C(C)Cc1ccccc1 (stereo not drawn)	-32	-20	-21	66	-15	-20
93	CCC(C(N)=O)c1ccccc1 (stereo not drawn)	-4	14	-6	-7	-4	-16
98	C=C1C(=O)C23CC1C[C@H](OC(C)=O)[C@H]2C1(C)C(OC(C)=O)C[C@H](O)C(C)(C)[C@H]1C(=O)[C@@H]3OC(C)=O (stereo partly drawn)	60	20	29	14	39	26
95	O=Cc1ccc(-c2ccc(-c3ccc(CO)s3)o2)s1	16	44	5	-9	65	17

# Screens from PubChem.
